Compound activity (PubChem)
AmpC inh no detg – qHTS Inhibitors of AmpC Beta-Lactamase (assay without detergent); AmpC nitrocefin hydrolysis, absorbance 480 nm, 0.0001% Triton; Potency, µM (doses to about 57.1 µM), inactives show at the highest dose activity change, negative = inhibition, usual class: inhibitors; 0.52% of 330,000 active;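 further: potency means the concentration at half of the fitted maximal effect; plate controls were no compound for no effect and no enzyme for full effect; nearly all actives have a fitted effect of over 20% in size; some results filed as inactive show a strong effect at the top dose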
Target sequence (P00811 whole entry, looked up): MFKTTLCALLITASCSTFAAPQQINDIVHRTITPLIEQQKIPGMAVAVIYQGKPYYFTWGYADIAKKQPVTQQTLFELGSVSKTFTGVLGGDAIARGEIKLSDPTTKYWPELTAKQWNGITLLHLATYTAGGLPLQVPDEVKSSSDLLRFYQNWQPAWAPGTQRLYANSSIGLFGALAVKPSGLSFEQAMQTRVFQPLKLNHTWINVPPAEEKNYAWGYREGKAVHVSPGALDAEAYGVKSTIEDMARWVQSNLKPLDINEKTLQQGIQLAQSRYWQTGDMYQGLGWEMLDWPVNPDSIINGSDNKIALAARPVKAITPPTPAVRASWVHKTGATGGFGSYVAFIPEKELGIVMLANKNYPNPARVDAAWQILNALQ
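20 mM phosphate pH 7.0 + 0.01% (detergent screen) or 0.0001% Triton X-100; 5.3 nM AmpC reagent; cpd preinc 15 min RT; nitrocefin (800 uM stock) to start; A480 q20 s × 4 min; Activity was normalised to no-enzyme and no-compound control wells.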
LmPK inh – qHTS Assay for Inhibitors of Leishmania Mexicana Pyruvate Kinase (LmPK); AID 1721, 2009; Potency, µM (top dose mostly 57.5 µM), without a hit: top-dose activity change, negative = inhibition, most hits filed as inhibitors; 0.37% of 290,000 active; purified LmPK, Kinase-Glo ATP luminescence, 1 h; further: potency means the concentration at half of the fitted maximal effect
Target sequence (Q27686 whole entry, looked up): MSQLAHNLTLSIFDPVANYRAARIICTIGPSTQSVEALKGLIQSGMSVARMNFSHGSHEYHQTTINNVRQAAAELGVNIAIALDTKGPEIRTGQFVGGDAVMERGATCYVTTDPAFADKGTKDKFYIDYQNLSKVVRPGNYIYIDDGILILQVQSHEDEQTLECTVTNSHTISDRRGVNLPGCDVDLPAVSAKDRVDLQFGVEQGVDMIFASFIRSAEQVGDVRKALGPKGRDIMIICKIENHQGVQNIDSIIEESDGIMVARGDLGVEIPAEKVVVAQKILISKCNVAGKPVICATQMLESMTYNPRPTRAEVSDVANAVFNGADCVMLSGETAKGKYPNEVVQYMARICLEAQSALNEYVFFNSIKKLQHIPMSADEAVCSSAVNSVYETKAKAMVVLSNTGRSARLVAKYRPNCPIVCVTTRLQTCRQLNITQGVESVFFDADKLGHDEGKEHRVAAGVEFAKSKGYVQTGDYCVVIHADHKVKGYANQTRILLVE
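Pyruvate kinase activity monitored as ATP production (luciferase luminescence). Conditions: 0.1 nM enzyme, 0.5 mM PEP, 0.1 mM ADP, 1 h, RT; normalized against uninhibited and no-enzyme wells.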
HCMV antiviral – qHTS Assay for inhibitors of the human cytomegalovirus (HCMV). HFF cells, HCMV-luciferase reporter, 72 h; active compounds read low. activity change, negative = inhibition, % at 57.5 µM. 4.5% of 410,000 active; in the data active means activity change below about -60%; inconclusive means no clear call, values can overlap the other calls; inactive means above about -39%
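Luciferase read-out from HCMV-luciferase-infected HFFs (MOI 1 PFU/cell) 72 h post infection at 37C; compounds added after 16 h cell attachment; activity normalized between buffer-only basal and Salinomycin (10uM) inhibitor controls.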
AmpC detergent – qHTS Inhibitors of AmpC Beta-Lactamase (assay with detergent); Potency, µM (top dose mostly 114 µM), for the others: top-dose activity change, negative = inhibition, usual class: inhibitors; AID 485294, 2010; AmpC hydrolysis of nitrocefin, absorbance 480 nm, 0.01% Triton; 0.041% of 370,000 active; P00811;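 further: potency means the concentration at half of the fitted maximal effect; 0% = no-compound wells and -100% = no-enzyme wells; nearly all actives have a fitted effect of over 25% in size; some results filed as inactive show a strong effect at the top dose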
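AmpC (5.3 nM in the dispensed reagent) in 20 mM phosphate pH 7.0 with 0.01% (detergent screen) or 0.0001% Triton X-100 was preincubated with compounds for 15 min at room temperature. Nitrocefin was then added from an 800 uM solution, and hydrolysis was followed at 480 nm.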
AMA1-RON2 inh – qHTS for Inhibitors of AMA1-RON; Towards Development of Antimalarial Drug Lead: Primary Screen | AlphaScreen AMA1-biotinylated RON2 peptide binding | Potency, µM (top dose mostly 58.2 µM), for the others: at the top dose activity change, negative = inhibition, hits mostly inhibitors | 0.2% of 360,000 active | AID 720542, 2013;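 further: potency means the concentration at half of the fitted maximal effect; 0% = vehicle wells and -100% = peptide control; nearly all actives have a fitted effect of over 45% in size; some results filed as inactive show a strong effect at the top dose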
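AMA1 (3D7) with his tag at 25 nM final met compounds first, then biotinylated RON2 peptide at 25 nM; detection used donor plus acceptor beads, 10 µg/mL apiece, read by AlphaScreen after 30 min at room temperature.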
Sm TGR block – qHTS Assay for the Inhibitors of Schistosoma Mansoni Peroxiredoxins; purified TGR, DTNB reduction, TNB absorbance 405 nm; Potency, µM (top dose mostly 114 µM), inactives show top-dose activity change, negative = inhibition, usual class: inhibitors; 3% of 360,000 active; AID 485364, 2010; further: potency means the concentration at half of the fitted maximal effect; nearly all actives have a fitted effect of over 60% in size
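First, TGR (20 nM dispensed) and NADPH were mixed with compound. Second, a 15 min room-temperature incubation followed. Third, further NADPH and then DTNB were added to start the reaction. Finally, TNB absorbance was monitored kinetically.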
Tb PYK inh – qHTS of Trypanosoma Brucei Inhibitors | pyruvate kinase (Trypanosoma brucei), Q57TT1 | TbPYK enzyme, Kinase-Glo Plus ATP luminescence, 45 min | Potency, µM (titrated, usually from 76.8 µM), inactives show top-dose activity, negative = inhibition, hits mostly inhibitors | 0.12% of 410,000 active | AID 624173, 2012; further: potency means the concentration at half of the fitted maximal effect; nearly all actives have a fitted effect of over 50% in size
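T. brucei PYK with substrate was exposed to pin-transferred compounds across a concentration series, then started with 130 uM ADP (final). After 45 min at room temperature, Kinase-Glo Plus luminescence was read, normalized and curve-fitted.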
Numbers without * were called inactive; u = inconclusive; x = not tested or not shown; [ ] = another dose, or the depositor's remark. Unless noted, the call rests on the fitted dose curve; in most records, active means well fitted curve in the direction sought with a large enough effect; inconclusive means small, poorly fitted or top-dose-only effect, or another doubt; inactive means no such curve, though single readings can be large; an effect the other way counts as inactive or inconclusive. Unless noted, on the % scale 0 is the no-effect control and ±100 the full control effect.

SMILES	AmpC inh no detg	LmPK inh	HCMV antiviral	AmpC detergent	AMA1-RON2 inh	Sm TGR block	Tb PYK inh
COc1ccc(CNCc2c(C(=O)N(C)C)nc3ccc(Cl)cn23)c(OC)c1	30%	11%	u	2%	-7%	8%	5%
COc1ccc(N2CCN(C(=O)c3cccc(NC(=O)c4ccco4)c3)CC2)cc1	-4%	-7%	x	4%	-14%	0%	2%
Cc1ccc(-c2n[nH]c(=S)n2/N=C/c2c(C)[nH]n(-c3ccccc3)c2=O)cc1	-23%	-5%[11.5 µM]	-2	3%	38%[activator]	0%	u
O=C(CSc1n[nH]c(-c2cccnc2)n1)Nc1ccccc1	-11%	0%	20	u	-1%	9%	-1%
CC(C)C(=O)Nc1nnc(CCc2nnc(NC(=O)C(C)C)s2)s1	-18%	1%	37	-3%	-15%	4%	-4%
O=Cc1cn(CCOc2ccccc2)c2ccccc12	-14%	-1%	21	-1%	21%	7%	-1%
O=P(CCNCc1ccco1)(c1ccccc1)c1ccccc1	-2%	0%	18	-11%	4%	-30%	6%
NC(=O)COc1ccc(-n2cnnn2)cc1	-17%	-3%	-37	-1%	-21%	10%	3%
O=C(Cn1c(=O)oc2cc(S(=O)(=O)N3CCCC3)ccc21)Nc1ccc(OC(F)(F)F)cc1	x	x	0	-1%	x	10%	0%[15.4 µM]
OC(c1ccc2ccccc2c1)c1ncc(-c2cccc3ccccc23)[nH]1 (stereo not given)	x	x	20	x	0%	x	-16%
CN(CC(=O)Nc1ccc(F)cc1)C(=O)C1Cc2ccccc2CN1S(C)(=O)=O (stereo not given)	-15%	x	0	-9%	0%	-2%	4%
CC(=O)c1cccc(CN2CCN(C(C)C)C(CCO)C2)c1 (stereo not given)	-7%	5%	34	-4%	-1%	108%[activator]	-1%
Cn1c2ccccc2n2c(=O)c(=O)n(CC(=O)c3ccc(F)cc3)nc12	3%	2%	-16	2%	-10%	3%	-14%
COc1ccc(N2CCN(C(=O)c3cccc(Br)c3)CC2)c([N+](=O)[O-])c1	13%	0%	u	-4%	u	17%	9%
CC(C)C[C@H](NC(=O)c1[nH]cnc1C(=O)Nc1ccc(CNC(=O)OC(C)(C)C)cc1)C(=O)OC(C)(C)C	44%	4%	39	1%	183%[activator]	40%[activator]	1%
CCN(CC)C(=O)[C@H]1C[C@H](CC(=O)NCCc2ccccn2)C(=O)N2CCc3c([nH]c4cc(-c5ccco5)ccc34)[C@]12C	165%[activator]	x	-6	x	17%	x	-5%
O=C1N(O)C2(C=CCCC2)/C(=N\O)C12CCCCC2 (stereo not given)	-16%	-3%	41	-12%	-14%	6%	1%
O=C(Oc1ccc([N+](=O)[O-])cc1)c1cc(-c2ccccc2)nc2ccccc12	-8%	-2%	-7	2%	-4%	26%	3%
CCCC(C)NCC(=O)Nc1ccccc1-c1ccccc1 (stereo not given)	-20%	-8%	-10	-4%	-23%	-5%	x
O=C(NCC1COc2ccccc2O1)c1cccc(S(=O)(=O)N2CCCCC2)c1 (stereo not given)	-8%	x	-22	9%	-6%	0%	-6%
O=C(COC(=O)c1cccc(-n2cnnn2)c1)c1ccccc1	-26%	-11%	18	-3%	1%	19%	-12%
CC(=O)Nc1cccc(-c2csc(C(O)c3ccc(F)cc3)n2)c1 (stereo not given)	x	x	-5	x	12%	x	5%
Cc1ccc(NC(=O)c2sc(N)nc2-c2ccc([N+](=O)[O-])cc2)cc1C	-16%	5%	-3	-3%	-2%	9%	0%
O=C(NC12CC3CC(CC(C3)C1)C2)N1CCN(C(=O)c2ccco2)CC1	24%	-1%	13	u	1%	-1%	-20%
CCOC(=O)c1c(-c2ccccc2)csc1/N=C/C1C(=O)CCCC1=O	-15%	1%	13	-12%	-16%	-18%	-7%
COCCNC(=O)CN(c1ccccc1OC)S(C)(=O)=O	-17%	-1%	-12	-12%	11%	-9%	11%
Clc1ccc(/C(Cc2nc3ccccc3[nH]2)=N\Nc2ccccc2)cc1	-1%	14%	-32	11%	76%[activator]	-17%	0%
CC(=O)C1C(=O)NC23CCCCC2C1c1ccccc1O3 (stereo not given)	-35%	7%	-22	-3%	-1%	5%	-3%
CCOC(=O)C(O)(c1ccc(NC(=O)NC)cc1)C(F)(F)F (stereo not given)	-9%	-4%	-32	-1%	-9%	-1%	-1%
Cc1ccc(-c2ccc(NC(=O)C3C4C=CC(C4)C3C(=O)O)cc2)o1 (stereo not given)	-8%	-5%	43	0%	-13%	45µM*	0%
C=CCOC(=O)CN1C(=O)c2ccccc2C1=O	-15%	-5%	40	-1%	-4%	19%	3%
O=C(N/N=C/c1ccc([N+](=O)[O-])o1)c1ccc2c(c1)OCO2	-30%	1%	-96*	1%	5%	u	-3%
Cc1nc2c(OCc3ccc(OC(F)F)cc3)cccn2c1N(C)C(=O)CCC1CCCC1	x	x	-23	x	-15%	x	6%
CCNC(=O)c1cc2c(c(-c3cccc(-c4ccccc4F)c3)n1)[C@@H](CCO)N(C(=O)CC1CC1)C2	x	x	-2	x	10%	x	2%
N#CC1=C(SCC(=O)c2cc3ccccc3oc2=O)NC(=O)C(C#N)C12CCCC2 (stereo not given)	-30%	1%	42	2%	-2%	-16%	-14%
Cc1nnc(SCC(=O)c2cc(C)n(-c3c(C)n(C)n(-c4ccccc4)c3=O)c2C)s1	10%	-4%	-1	-12%	9%	0%	-3%
COc1ccc(OC(C)c2nnc(N)s2)cc1 (stereo not given)	-8%	5%	-23	-11%	-1%	0%	-3%
CCC1CCCCN1CC(=O)c1c(C)[nH]c2cc(C)ccc12 (stereo not given)	-10%	1%	13	-3%	-5%	45µM*	5%
Cc1ccccc1OCc1n[nH]c(=S)n1-c1ccccc1	-22%	1%	-34	7%	78%[activator]	x	u
O=C(NCc1ccc(Cl)cc1)C1CCN(C(=O)c2cnn(-c3ccccc3)c2-n2cccc2)CC1	x	x	-5	-8%	x	10%	0%
O=C(Cn1c(NCCO)nc2ccccc21)c1ccc(Cl)cc1Cl	42%	-4%	-35	-2%	-10%	11%	1%
CSCCC1NC(=O)N(CC(=O)Nc2c(Cl)cc(Cl)cc2Cl)C1=O (stereo not given)	1%	-1%	26	-9%	0%	-1%	u
Cc1ccccc1N(CC(=O)NCCSC1CCCCC1)S(=O)(=O)c1ccccc1	6%	6%	-14	0%	-4%	2%	4%
COc1ccc(N2CCN(C(=O)c3ccc(NC(=O)c4nsc5ccccc45)cc3)CC2)cc1	x	x	41	5%	x	-9%	-1%
COc1ccc(NC(=O)COC(=O)CCCc2c[nH]c3ccccc23)cc1	5%	7%	87	-1%	u	-1%	x
COc1ccc(C2=C(C)CC(C)(C)NC2=O)cc1OC	5%	-1%	61	u	6%	0%	-7%
COc1ccccc1N1CCN(CC(C)N(C(=O)C2CCCCC2)c2ccccn2)CC1 (stereo not given)	154%[activator]	1%	36	-7%	-1%	-14%	4%
CCS(=O)(=O)c1ccc2oc(SCC(=O)NCCc3ccc(F)cc3)nc2c1	-10%[2.29 µM]	-1%	u	1%	-4%	8%	3%
CCOC(=O)CCCCCC(=O)Nc1ccc2c(c1)C(=O)N([C@H](C)CO)C[C@H](C)[C@@H](CN(C)S(C)(=O)=O)OCCCC[C@@H](C)O2	x	x	17	x	-5%	x	-8%
CCCS(=O)(=O)N1CC(=O)N(c2ccc(Cl)cc2)C(C)(C(=O)NC2CCCC2)C1 (stereo not given)	x	x	0	23%	x	3%	5%[15.4 µM]
CCC(C)N1C(=O)CCC1C(=O)NCCc1ccc(Cl)cc1 (stereo not given)	21%	1%	1	-5%	-4%	-11%	-3%

Reformatted: entries from further up.
Results follow in this order: AmpC inh no detg	LmPK inh	HCMV antiviral	AmpC detergent	AMA1-RON2 inh	Sm TGR block	Tb PYK inh
COc1ccc(CNCc2c(C(=O)N(C)C)nc3ccc(Cl)cn23)c(OC)c1
  30%	11%	u	2%	-7%	8%	5%
COc1ccc(N2CCN(C(=O)c3cccc(NC(=O)c4ccco4)c3)CC2)cc1
  -4%	-7%	x	4%	-14%	0%	2%
Cc1ccc(-c2n[nH]c(=S)n2/N=C/c2c(C)[nH]n(-c3ccccc3)c2=O)cc1
  -23%	-5%[11.5 µM]	-2	3%	38%[activator]	0%	u
O=C(CSc1n[nH]c(-c2cccnc2)n1)Nc1ccccc1
  -11%	0%	20	u	-1%	9%	-1%
CC(C)C(=O)Nc1nnc(CCc2nnc(NC(=O)C(C)C)s2)s1
  -18%	1%	37	-3%	-15%	4%	-4%
O=Cc1cn(CCOc2ccccc2)c2ccccc12
  -14%	-1%	21	-1%	21%	7%	-1%
O=P(CCNCc1ccco1)(c1ccccc1)c1ccccc1
  -2%	0%	18	-11%	4%	-30%	6%
NC(=O)COc1ccc(-n2cnnn2)cc1
  -17%	-3%	-37	-1%	-21%	10%	3%
O=C(Cn1c(=O)oc2cc(S(=O)(=O)N3CCCC3)ccc21)Nc1ccc(OC(F)(F)F)cc1
  x	x	0	-1%	x	10%	0%[15.4 µM]
OC(c1ccc2ccccc2c1)c1ncc(-c2cccc3ccccc23)[nH]1 (stereo not given)
  x	x	20	x	0%	x	-16%
CN(CC(=O)Nc1ccc(F)cc1)C(=O)C1Cc2ccccc2CN1S(C)(=O)=O (stereo not given)
  -15%	x	0	-9%	0%	-2%	4%
CC(=O)c1cccc(CN2CCN(C(C)C)C(CCO)C2)c1 (stereo not given)
  -7%	5%	34	-4%	-1%	108%[activator]	-1%
Cn1c2ccccc2n2c(=O)c(=O)n(CC(=O)c3ccc(F)cc3)nc12
  3%	2%	-16	2%	-10%	3%	-14%
COc1ccc(N2CCN(C(=O)c3cccc(Br)c3)CC2)c([N+](=O)[O-])c1
  13%	0%	u	-4%	u	17%	9%
